KDM5B inh = blocks human KDM5B histone demethylase activity | Q9UGL1 | KDM5B demethylase, FDH-coupled NADH fluorescence (FDH is formaldehyde dehydrogenase) | Potency, µM (highest dose often 57.7 µM), for inactives: at the top dose activity change, negative = inhibition, actives largely listed as inhibitors | 220,000 compounds, 2.6% hits; active = well fitted inhibition curve with a large enough effect; inconclusive = small, poorly fitted or top-dose-only effect; inactive = no such curve, though single readings can be large or run the other way; also: 0% is about no effect; nearly all actives have a fitted effect of over 70% in size
Target sequence (Q9UGL1 whole entry, looked up): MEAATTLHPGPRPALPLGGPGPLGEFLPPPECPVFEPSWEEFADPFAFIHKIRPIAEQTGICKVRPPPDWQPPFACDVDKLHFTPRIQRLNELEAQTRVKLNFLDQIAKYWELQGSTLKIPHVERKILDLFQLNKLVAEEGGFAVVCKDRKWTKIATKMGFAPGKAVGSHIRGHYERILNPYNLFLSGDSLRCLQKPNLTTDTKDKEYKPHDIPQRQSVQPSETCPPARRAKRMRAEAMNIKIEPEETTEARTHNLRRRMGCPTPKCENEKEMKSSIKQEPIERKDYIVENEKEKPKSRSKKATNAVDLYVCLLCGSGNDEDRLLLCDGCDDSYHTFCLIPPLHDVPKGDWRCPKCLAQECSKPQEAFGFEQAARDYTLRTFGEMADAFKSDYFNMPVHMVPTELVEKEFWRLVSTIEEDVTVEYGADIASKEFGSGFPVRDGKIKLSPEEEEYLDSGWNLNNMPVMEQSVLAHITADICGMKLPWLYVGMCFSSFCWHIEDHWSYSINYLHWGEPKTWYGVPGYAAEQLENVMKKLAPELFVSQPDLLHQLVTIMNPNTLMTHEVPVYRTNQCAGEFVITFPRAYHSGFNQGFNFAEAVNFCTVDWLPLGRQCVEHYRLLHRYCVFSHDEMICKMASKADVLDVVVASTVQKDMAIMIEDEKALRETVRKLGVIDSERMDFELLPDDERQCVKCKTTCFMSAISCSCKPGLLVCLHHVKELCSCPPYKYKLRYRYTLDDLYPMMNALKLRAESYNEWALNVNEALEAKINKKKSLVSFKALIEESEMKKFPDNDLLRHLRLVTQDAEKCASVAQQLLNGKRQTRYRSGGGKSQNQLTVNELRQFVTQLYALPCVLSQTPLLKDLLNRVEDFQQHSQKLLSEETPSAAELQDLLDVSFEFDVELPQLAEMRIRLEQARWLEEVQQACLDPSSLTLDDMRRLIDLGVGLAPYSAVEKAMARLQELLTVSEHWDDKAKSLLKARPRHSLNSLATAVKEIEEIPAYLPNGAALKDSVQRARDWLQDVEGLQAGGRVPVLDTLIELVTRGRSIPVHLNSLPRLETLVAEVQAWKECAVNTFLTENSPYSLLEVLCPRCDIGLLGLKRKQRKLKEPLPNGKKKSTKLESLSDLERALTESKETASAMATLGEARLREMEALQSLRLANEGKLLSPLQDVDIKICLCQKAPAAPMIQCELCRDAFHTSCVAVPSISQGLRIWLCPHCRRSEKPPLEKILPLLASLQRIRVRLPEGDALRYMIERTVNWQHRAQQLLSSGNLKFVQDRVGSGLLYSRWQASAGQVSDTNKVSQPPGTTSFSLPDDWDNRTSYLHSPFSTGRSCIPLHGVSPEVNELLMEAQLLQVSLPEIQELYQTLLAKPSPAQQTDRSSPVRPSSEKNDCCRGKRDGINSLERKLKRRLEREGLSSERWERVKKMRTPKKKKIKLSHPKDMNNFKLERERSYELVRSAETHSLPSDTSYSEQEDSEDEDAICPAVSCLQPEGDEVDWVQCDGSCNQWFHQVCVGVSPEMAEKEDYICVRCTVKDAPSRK
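qHTS format, multiple compound concentrations. Buffer 50 mM HEPES pH 7.5/0.01% Tween-20; 200 nM KDM5BΔAP final; 10 min compound preincubation; substrate-mix levels 12.5 µM peptide, 25 µM α-KG, 0.25 mM NAD⁺; 30 min RT; ΔRFU.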
* = called active by the depositor; u = inconclusive; & = joins results of further samples; [ ] = remark or other dose. Potency is read from the fitted curve at half-maximal effect.

SMILES	KDM5B inh
COc1ccc2cnn(CC(=O)Nc3ccc(Br)cc3)c(=O)c2c1OC	u
COCC(=O)N1CCN(Cc2nc(C)no2)CC1	13%
O=C(CN(CCc1ccccc1)S(=O)(=O)c1ccccc1)NCc1ccc(Cl)cc1	-8%
Cc1ccc(C2CCCN2Cc2ccc(C#N)cc2)cc1 (configuration not stated)	20%
CC(=O)NCCNc1cc(C)c2ccc(Cl)cc2n1	25µM*
O=C(c1cc(F)ccc1F)N1CCC(n2cc(-c3nc(C4CC4)no3)nn2)C1 (configuration not stated)	-2%
Cc1ccc(NC(=O)CCc2nc(C(C)(C)C)no2)nc1	-17%
COC(=O)c1cc2sc(Cl)cc2n1Cc1nc(-c2ccccc2F)oc1C	1%
CCCNC(=O)COC(=O)c1nn(Cc2ccccc2)c(=O)c2ccccc12	20%
O=C(O)c1cccc(-c2n[nH]c3c2CC(=O)N(CC2CCOCC2)C3)c1	u
CC1CC(Sc2ccc(C(F)(F)F)cn2)C(=O)O1 (configuration not stated)	23%
O=C(Nc1ccccc1)c1cn(-c2ccc3c(c2)OCCO3)nn1	13%
O=C(NCc1ccncc1)C(=O)NCC(c1ccco1)N1CCN(c2ccccc2)CC1 (configuration not stated)	-2%
CN1CC(=O)N(C2CCNC2)Cc2c(NCC3CC3)ncnc21 (configuration not stated)	89µM*
CCOc1ccc(C(=O)Nc2ccc(Br)c(C)n2)cc1Cl	1%
Cc1ccc(-c2cnc(CCC(=O)Nc3cccc(OCC(N)=O)c3)o2)cc1	-2%
CN1C(=O)C(CCC(N)=O)NC1=S (configuration not stated)	-9%
CCOc1ccccc1N(CC)C(=O)Cn1nc(Cc2cccnc2)c2ccccc2c1=O	16%
CCOC(=O)c1c(C)sc2c1OC(N)=C(C#N)C21C(=O)N(Cc2ccccc2F)c2ccccc21 (configuration not stated)	-6%
CCOC(=O)c1cnc2c(C)cccc2c1Nc1ccc(OC(C)C)cc1	-29%
Cc1ccc(C)c(NC(=O)CSc2ccc3nc(-c4ccccc4)cn3n2)c1	u
COc1ccc(Cn2ccc3nc(C)c(C(=O)Nc4ccc(OC(F)(F)F)cc4)cc3c2=O)cc1	u
O=C1COCC2(CN(CCC(F)(F)F)C2)CN1Cc1cccc(OC(F)(F)F)c1	-24%[86.2 µM]
COc1nnc(-c2ccc(N3CCOCC3)c(NC(=O)COc3cccc(C)c3)c2)c2ccccc12	u
COc1cc2c(cc1OC)CN(C(=O)C[C@@H]1CCNC[C@@H]1Cc1cc(CN3CCCCC3)on1)CC2	35%[activator]
CN1C(=O)CS(=O)(=O)C12CCN(C(=O)c1ccco1)CC2	-10%
Cc1ccc(CNC(=O)c2cnc3ccccc3n2)cc1	-2%&-23%
S=C(Nc1ccccc1I)NC1CC1	0%
COc1ccccc1C(=O)N1CC[C@H]2COC(=O)N2c2cc(F)ccc2C1	-8%[86.2 µM]
CC(=O)N1CCCC(Cc2ncc(C)n2C(C)C)C1 (configuration not stated)	9%

Entries listed so far that bear a hit mark in KDM5B inh:
SMILES	KDM5B inh
CC(=O)NCCNc1cc(C)c2ccc(Cl)cc2n1	25µM*
CN1CC(=O)N(C2CCNC2)Cc2c(NCC3CC3)ncnc21 (configuration not stated)	89µM*

Going on with the list.
SMILES	KDM5B inh
O=C(NC1CCCCC1)O[C@@H]1CO[C@H]2[C@@H]1OC[C@@H]2NC(=O)c1ccccc1	-17%[86.2 µM]
CCC(=O)N1CCc2cc(Br)cc(S(=O)(=O)N3CCC(C(=O)Nc4ccc(OC)cc4)CC3)c21	-7%
COc1cccc2cc(C(=O)Nc3c(C)cccc3C)c(=O)oc12	-2%
C=Cc1ccc(N=Cc2c(O)ccc3ccccc23)cc1	-36%
O=C(c1ccccc1F)N1CCn2c(nnc2[C@@H]2C[C@@H](O)CN2Cc2ccccc2)C1	-15%
Cc1ccc(OCC(=O)c2ccc3c(c2)N(CC(=O)NC2CCCCC2)C(=O)CO3)c(Cl)c1	-14%
O=S(=O)(NCc1ccccc1Cn1cccn1)c1ccc(Cl)c(C(F)(F)F)c1	1%
O=C(N/N=C/c1cccs1)C(c1ccccc1)c1ccccc1	6%
Cc1cc(C)cc(Oc2nc(-c3ccncc3)nc3ccccc23)c1	-10%
CC1CCN(S(=O)(=O)c2ccc(-c3nc(C#N)c(NCc4ccco4)o3)cc2)CC1	18%
COc1cccc(CC(=O)N2CCC3(CC2)CN(c2ncccn2)CC3CO)c1 (configuration not stated)	u
CCOC(=O)C(NC(=O)/C=C/c1ccc(C(N)=O)cc1)C(C)C (configuration not stated)	-4%
CC1Oc2ccc(NC(=O)c3ccccc3)cc2CN(Cc2ccc(Cl)cc2)C1=O (configuration not stated)	u
Cc1ccc(C)c(N2CC(C(=O)OCC(=O)c3ccc(Br)cc3)CC2=O)c1 (configuration not stated)	9%
CCOCCCNC(=O)C1CCNCC1	-6%
CC(C)c1ccc(NC(=O)c2cnn3c(C(F)F)cc(-c4ccccc4)nc23)cc1	3%
COCC(=O)N1CCC(Oc2nccnc2N2CCc3ccccc32)C1 (configuration not stated)	-32%
O=C(c1cn[nH]c1)N1CCC(c2nc(CCOCC3CC3)no2)C1 (configuration not stated)	-8%
CCCN(CC(=O)Nc1ccccc1OC)C(=O)c1ccncc1	-9%
CCOc1ccccc1NC(=O)Nc1ccc(CC#N)cc1	47%[activator]
CC(C)C(NC(=O)C1CCCCC1)C(=O)O (configuration not stated)	8%
N#C/C(=C/c1cc(Br)ccc1OCc1ccccc1C#N)c1cccc(F)c1	-15%
COc1ccc(-c2nc3n(n2)C(c2ccc(OC)c(OC)c2)C(C(=O)Nc2cccnc2)=C(C)N3)cc1 (configuration not stated)	-11%
COc1ccc(C(=O)Oc2cc(-c3ccc4c(c3)OCO4)cc(=O)c3c(C)oc(C)c23)cc1	u
COc1ccc(/C=C/c2nc3cc(C)ccc3s2)c(OC)c1	-19%
CC(NC(=O)c1cccc2c1CCN2C(=O)Nc1ccccc1)c1cccnc1 (configuration not stated)	0%
CCc1ccc2c(c1)C(O)(CC(=O)c1ccc(Br)cc1)C(=O)N2 (configuration not stated)	4%
O=C(Cn1c(SCC(=O)Nc2ccc(F)cc2)nc2ccccc21)NCc1ccccc1Cl	4%
Cc1cnc2c(S(=O)(=O)NCC3CCN(C4CC4)C3)cccc2c1 (configuration not stated)	1%
O=C(CN1C(=O)c2ccccc2S1(=O)=O)c1ccccc1F	11%
O=c1cc(CSc2n[nH]c(=O)n2C2CC2)c2ccc(O)cc2o1	11%
CCOC(=O)C1=C(O)C(=O)N(c2ccc(S(N)(=O)=O)cc2)C1c1ccc([N+](=O)[O-])cc1 (configuration not stated)	u
Fc1ccc(OCc2cc(-c3ccccc3)on2)cc1	-12%
COCC(=O)NC[C@H]1CCN(Cc2ccccc2OC)C[C@H]1N(C)C	u
O=C1N(Cc2cccc(F)c2F)CCCC1(O)CN1CCN(CC2CCC2)CC1 (configuration not stated)	-2%
CCc1ccc(C(=O)NNc2ccccc2F)cc1	17%
CCN(CC(=O)N1CCC(C(N)=O)CC1)S(=O)(=O)c1ccc(Cl)cc1	-9%
O=C(C1CC1)N1C[C@@H](F)[C@@H](OCc2nc3ccccc3[nH]2)C1	-22%[86.2 µM]
CCOc1cccc(C(=O)Nc2cc(-c3ccc(C)cc3)no2)c1	u
Cc1ccc2nc(-c3cccc(NC(=O)c4cccc5ccccc45)c3)oc2c1	u
NC(=O)N1CCCC(C(=O)NCCc2noc(-c3ccccc3)n2)C1 (configuration not stated)	-9%
CCN(CC)c1ccc(/C=N/S(=O)(=O)c2cccs2)cc1	-3%
Cc1nn(C(=O)CCC(=O)N2CCC(Cc3nncn3-c3ccccc3)CC2)c2ccccc12	1%
O=C(c1ccccn1)N1CCC(Cc2nncn2-c2ccccc2)CC1	-26%
O=C(NCCCCc1ccccc1)C12CC3CC(CC(C3)C1)C2	0%
O=C(NCCOc1ccccc1)c1nc2c(o1)CCN(Cc1ccc3[nH]ccc3c1)CC2	40µM*
Cc1ccc(OCc2nc3ccc(Cl)cc3[nH]2)cc1C	-5%
Cn1c(=O)n(C)c2cc(SCc3ccco3)c(NC(=O)c3ccccc3)cc21	0%
Cc1ccc(-c2noc(-c3occc3Br)n2)cc1	29%
COC(=O)CNC(=O)CSc1nc2ccccc2nc1C	-3%
COc1ccccc1CN1C[C@@H](CO)[C@H](c2ccncc2)C1	-13%
Cc1ccsc1C(=O)N1CCC2(CC1)NC(=O)N(c1ccc(F)cc1)N2	-27%
CCOc1ccc(C(=O)NC2CCCN(c3cc(-c4ccc(F)cc4)[nH]n3)C2)cc1 (configuration not stated)	-12%
COc1ccc2c(C)c(CC(=O)N3CCN(c4ccccn4)CC3)c(=O)oc2c1OC	u
Cc1cccc(Cn2cnc3c2c(=O)n(C)c(=O)n3C)c1	15%
CN1CCC(NC(=O)c2n[nH]c3c2CN(C(=O)c2cc(F)cc(F)c2)CC3)CC1	19%
CC(C)c1nc(C#N)c(NN)o1	-9%
O=C1NC2(CCN(Cc3ccccn3)CC2)COc2ccccc21	-2%[86.2 µM]
NS(=O)(=O)c1ccc(CCNc2ncnc3c2cnn3-c2cccc(Cl)c2)cc1	u
COc1cccc(CSCC(=O)NC(C)(C#N)C(C)C)c1 (configuration not stated)	-1%

The results go on.
SMILES	KDM5B inh
O=C(NNS(=O)(=O)c1ccccc1)c1ccccc1-n1cccc1	-15%
COc1ccc(-c2nnc(SC(C)C(=O)NC3CCCCC3)o2)cc1OC (configuration not stated)	15%
Cc1nc(N2CCN(C(=O)COc3ccc(F)cc3)CC2)cc(C(F)(F)F)n1	16%
c1cc(-c2ccnc3nc(C4CCC4)nn23)ccn1	28µM*
CN(C1CCOCC1)C1CCN(C(=O)c2ccccc2Cl)CC1	-10%
Cc1cnc(C2CCOCC2)n1CC1CCN(S(=O)(=O)c2cccnc2)CC1	-16%
CCc1nc(-c2c3n(c(=O)n(Cc4ccc(OC)cc4)c2=O)CCCC3)no1	3%
Cc1ccc(CN(C(=O)COc2cccc(Cl)c2)c2ccccn2)o1	u
O=S(=O)(Cc1ccco1)Cc1nc(-c2ccc(Cl)cc2)cs1	0%
Cc1cccc(C(=O)NCCC2CCN(C(=O)Nc3cc(F)ccc3F)CC2)c1	-7%
CCCc1cc(C(=O)N2CCC(=O)N(CC3CC3)C(C(C)C)C2)n[nH]1 (configuration not stated)	-8%
Cc1cc(=O)c2cc(C(=O)c3ccccc3)ccc2[nH]1	27%
Cc1nc2cc(-c3ccccc3)nn2c(C)c1CCC(=O)Nc1ccc(F)cc1F	u
O=S(=O)(NC[C@H]1OC[C@@H](NCc2cccs2)[C@@H]1O)c1ccccc1	62%[activator][86.2 µM]
Cc1ccc(C)c(CN2C(=O)CSc3ccc(C(=O)NCCc4ccc(Cl)cc4)cc32)c1	-3%
Cc1sc2ccn(C)c(=O)c2c1C(=O)NCc1cccc(Br)c1	-11%
Cc1nc(-c2cccc(F)c2)sc1CCNC(=O)C1CC1	u
CCc1cccc(CC)c1N(COC)C(=O)Cn1cnc2ccccc21	12%
COC(=O)c1cc2c(C(F)(F)F)nn(C)c2s1	10%
O=C(c1cccs1)N1CCCc2cc(NS(=O)(=O)c3cc(F)ccc3F)ccc21	u
Cc1[nH]nc(-c2ccc(S(=O)(=O)N3CCN(c4ccccc4)CC3)s2)c1C	-9%
Cc1ccc(C)c(Cn2c3ccccc3c3cnn(CC(=O)NCc4ccccc4)c(=O)c32)c1	u
COCCNC(=O)CCC(=O)NNc1nc2ccccc2c2nc(C)nn12	u
CCC1(CO)CCCN(S(=O)(=O)c2ccc3c(c2)OCCO3)C1 (configuration not stated)	u
CCC(C)Oc1ccc(C2CC(=O)NC3=C2C(=O)CCC3)cc1 (configuration not stated)	1%
O=C(Cn1ncc2ccsc2c1=O)N1CCN(c2ccccc2F)CC1	-26%
CC(OC(=O)c1ccc(OCC(N)=O)cc1)C(=O)c1ccc(Cl)cc1 (configuration not stated)	-3%
COc1ccc2c(c1)cc(C(=O)Nc1cccc(C)c1)n2C	-8%
Cn1c(SCc2ccc(C(C)(C)C)cc2)nnc1C1COc2ccccc2O1 (configuration not stated)	0%

Grouped by structure: the entries above with an aryl methoxy group.
SMILES	KDM5B inh
COc1ccc2cnn(CC(=O)Nc3ccc(Br)cc3)c(=O)c2c1OC	u
COc1ccc(Cn2ccc3nc(C)c(C(=O)Nc4ccc(OC(F)(F)F)cc4)cc3c2=O)cc1	u
COc1nnc(-c2ccc(N3CCOCC3)c(NC(=O)COc3cccc(C)c3)c2)c2ccccc12	u
COc1cc2c(cc1OC)CN(C(=O)C[C@@H]1CCNC[C@@H]1Cc1cc(CN3CCCCC3)on1)CC2	35%[activator]
COc1ccccc1C(=O)N1CC[C@H]2COC(=O)N2c2cc(F)ccc2C1	-8%[86.2 µM]
CCC(=O)N1CCc2cc(Br)cc(S(=O)(=O)N3CCC(C(=O)Nc4ccc(OC)cc4)CC3)c21	-7%
COc1cccc2cc(C(=O)Nc3c(C)cccc3C)c(=O)oc12	-2%
COc1cccc(CC(=O)N2CCC3(CC2)CN(c2ncccn2)CC3CO)c1 (configuration not stated)	u
CCCN(CC(=O)Nc1ccccc1OC)C(=O)c1ccncc1	-9%
COc1ccc(-c2nc3n(n2)C(c2ccc(OC)c(OC)c2)C(C(=O)Nc2cccnc2)=C(C)N3)cc1 (configuration not stated)	-11%
COc1ccc(C(=O)Oc2cc(-c3ccc4c(c3)OCO4)cc(=O)c3c(C)oc(C)c23)cc1	u
COc1ccc(/C=C/c2nc3cc(C)ccc3s2)c(OC)c1	-19%
COCC(=O)NC[C@H]1CCN(Cc2ccccc2OC)C[C@H]1N(C)C	u
COc1ccccc1CN1C[C@@H](CO)[C@H](c2ccncc2)C1	-13%
COc1ccc2c(C)c(CC(=O)N3CCN(c4ccccn4)CC3)c(=O)oc2c1OC	u
COc1cccc(CSCC(=O)NC(C)(C#N)C(C)C)c1 (configuration not stated)	-1%
COc1ccc(-c2nnc(SC(C)C(=O)NC3CCCCC3)o2)cc1OC (configuration not stated)	15%
CCc1nc(-c2c3n(c(=O)n(Cc4ccc(OC)cc4)c2=O)CCCC3)no1	3%
COc1ccc2c(c1)cc(C(=O)Nc1cccc(C)c1)n2C	-8%

Screening data as filed in PubChem.

Some of the compounds tested; count on the stated rates, not on these rows.
